From PubChem
SRC1 inh: SRC1 coactivator transcriptional activity inhibitors, primary screen, cell-based, luminescence; Nuclear receptor coactivator 1 (Homo sapiens), Q15788; HEK293 GAL4-SRC1 luciferase reporter; inhibition, % at 3.6 µM; hit rate 0.12% among 360,000;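 active = inhibition above the campaign mean plus 3 SD, with each screening campaign given its own cutoff, cut at about 60% in these data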;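 also: 0% = DMSO treated cells and 100% = gossypol at 36 µM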
NOD2 RIPK2 PPI: NOD2-RIPK2 binding disruptors in cells, primary screen, fluorescence, CHO cells, BLA complementation; inhibition, % at 4.98 µM; hit rate 0.38% among 360,000; CCF4 ratio; AID 624267, 2012; in the data active = inhibition above about 21%;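 also: 0% = vehicle only and 100% = reference blocker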
SRC2 inh: inhibition of GAL4-SRC2 driven luciferase reporter, primary screen, SRC2 inhibitor project, cell-based, luminescence; Nuclear receptor coactivator 2 (Homo sapiens), Q15596; HEK293 GAL4-SRC2 luciferase reporter; inhibition, % at 9 µM; hit rate 0.17% among 370,000;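 active = inhibition above the mean inhibition of all tested compounds plus 3 SD, set per campaign, cut at about 52% in these data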;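 also: 0% = DMSO treated cells and 100% = cells given Gossypol at 36 µM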
TROY signal inh: inhibitors of TROY-driven NF-kB signaling, primary screen, Q293 LMP1-TROYcd cells, NF-kB luciferase, uHTS | Q293 LMP1-TROYcd NF-kB luciferase reporter, 4 h | AID 1347056, 2019 | inhibition, % at 10 µM | hit rate 0.98% among 360,000;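 active = compounds whose plate-normalised and pattern-corrected inhibition of the luciferase reporter signal at the single screening dose is 50% or more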
TWEAK Fn14 block: inhibitors of TWEAK-Fn14 signaling, primary screen, luciferase reporter cells, uHTS; inhibition, % at 10 µM; hit rate 2% among 360,000; TWEAK-stimulated Fn14 reporter cells, luciferase luminescence, 8 h; in the data active = inhibition above about 50%
NCOA3 inh: SRC3 coactivator transcriptional activity inhibitors, primary screen, cell-based, luminescence; Nuclear receptor coactivator 3 (Homo sapiens), Q9Y6Q9; HEK293 GAL4-SRC3 luciferase reporter; inhibition, % at 3.6 µM; hit rate 0.17% among 360,000; AID 588352, 2011;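 active = inhibition above a per-campaign cutoff, the mean of all compounds plus 3 SD, cut at about 60% in these data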;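 also: 0% = DMSO-treated cells and 100% = gossypol-treated cells at 36 µM; higher means less SRC3-driven luciferase light from the GAL4 reporter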
Granule exo inh: LAMP-1 surface exposure blockers, TALL-104 cells – cell-based, flow cytometry, MLPCN library, primary screen; inhibition, % at 10 µM; TALL-104 LAMP-1 surface exposure; cells stimulated with thapsigargin and PMA; hit rate 0.66% among 360,000; AID 651702, 2012;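 active = inhibition above about 55%, limit read from the data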
NR2F2 inh: NR2F2 transcriptional activity inhibitors, primary screen, cell-based, luciferase reporter, HEK293T, luminescence | inhibition, % at 8.6 µM | hit rate 0.7% among 370,000 | HEK293T NGFI-A luciferase reporter;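 active = inhibition above a per-plate cutoff, mean inhibition of test wells between control levels plus 3 SD, cut at about 38% in these data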;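 also: cells cotransfected with COUP-TFII expression vector driving the NGFI-A reporter; 0% = median of COUP-TF2 test wells and 100% = reporter-only cells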
TLR9-MyD88 inh: inhibitors of TLR9-MyD88 association in cells, primary screen, cell-based, CHO, BLA complementation, fluorescence | Toll-like receptor 9 (Homo sapiens) + Myeloid differentiation primary response protein … | CCF4 FRET ratio | inhibition, % at 4.98 µM | hit rate 0.21% among 340,000 | AID 504734, 2011;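 active = inhibition above the mean over all tested compounds plus 3 SD, cut at about 21% in these data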;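 also: 0% = DMSO only wells and 100% = clavulanate BLA inhibitor control wells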
LRH-1 inv ag: LRH-1 (NR5A2) inverse agonists, primary screen, cell-based, luminescence, HEK293T, StAR-luciferase reporter; LRH-1 transfected, 24 h; inhibition, % at 3.6 µM; hit rate 0.13% among 360,000; AID 602396, 2012;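 active = inhibition above the mean inhibition of all tested compounds plus 3 SD, cut at about 73% in these data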;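 also: 0% = DMSO wells and 100% = reporter-only cells lacking LRH-1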
ABHD5 PLIN5 PPI: ABHD5-PLIN5 interaction inhibitors, primary screen, cell lysate, split luciferase complementation, luminescence | hit rate 0.78% among 360,000 | Split G. princeps luciferase complementation, 4 h | Perilipin-5 (Homo sapiens) + 1-acylglycerol-3-phosphate O-acyltransferase ABHD5 (Homo … | inhibition, % at 4 µM;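 active = inhibition above the mean inhibition across every tested compound plus 3 SD, cut at about 22% in these data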;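 also: 0% = DMSO only wells and the 100% control is not disclosed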
Target sequence (Q00G26 whole entry, looked up): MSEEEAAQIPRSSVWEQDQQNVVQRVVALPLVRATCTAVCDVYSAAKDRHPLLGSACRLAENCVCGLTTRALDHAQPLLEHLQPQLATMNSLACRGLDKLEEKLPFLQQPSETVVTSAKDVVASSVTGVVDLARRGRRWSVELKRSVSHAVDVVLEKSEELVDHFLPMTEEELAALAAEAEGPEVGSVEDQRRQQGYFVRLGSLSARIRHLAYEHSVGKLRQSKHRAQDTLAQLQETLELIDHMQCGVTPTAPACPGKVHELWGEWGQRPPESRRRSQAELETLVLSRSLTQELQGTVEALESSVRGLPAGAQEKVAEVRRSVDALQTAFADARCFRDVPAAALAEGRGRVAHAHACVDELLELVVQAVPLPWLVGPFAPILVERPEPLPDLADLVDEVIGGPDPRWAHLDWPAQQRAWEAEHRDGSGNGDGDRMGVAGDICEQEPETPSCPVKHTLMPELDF
Target sequence (Q8WTS1 whole entry, looked up): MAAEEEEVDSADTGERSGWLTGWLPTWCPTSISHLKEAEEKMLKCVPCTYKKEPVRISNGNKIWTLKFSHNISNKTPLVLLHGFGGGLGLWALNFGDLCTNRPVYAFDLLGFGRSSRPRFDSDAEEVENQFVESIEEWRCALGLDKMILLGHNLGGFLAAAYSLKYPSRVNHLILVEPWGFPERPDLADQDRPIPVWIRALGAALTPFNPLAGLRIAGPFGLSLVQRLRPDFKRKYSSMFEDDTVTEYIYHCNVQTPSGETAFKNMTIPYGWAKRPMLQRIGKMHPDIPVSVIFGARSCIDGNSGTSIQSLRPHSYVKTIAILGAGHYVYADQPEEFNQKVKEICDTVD
An asterisk follows results filed as active; / = no result given.

Under each structure: SRC1 inh	LRH-1 inv ag	TLR9-MyD88 inh	Granule exo inh	SRC2 inh	TROY signal inh	NOD2 RIPK2 PPI	ABHD5 PLIN5 PPI	TWEAK Fn14 block	NR2F2 inh	NCOA3 inh
COc1ccc(-c2noc(CSc3ccccc3)n2)cc1OC
→ -51.6	-73.9	2.3	1.6	-65.8	-38.5	-1.4	1.9	-25.2	-14.8	-40.4
Cc1ccc2cc(C#N)c(N3CCN(C)CC3)nc2c1
→ 6.1	-1.3	9.2	1.8	-5.0	/	-10.1	0.6	-2.2	-10.7	-8.7
CCCCCNC(=O)C(C)NS(=O)(=O)c1ccc(OC)cc1 (stereo unspecified)
→ -8.6	8.1	-8.6	-0.2	-12.0	3.8	7.7	-4.6	1.1	20.7	-5.1
CCN(CC(=O)Nc1ccc2c(c1)OCCO2)C(=O)c1cc(S(=O)(=O)N2CCOCC2)ccc1F
→ -11.7	11.2	-3.6	2.2	-0.3	-11.6	-2.1	-4.2	5.7	-5.5	-7.6
COc1ccccc1C(CNC(=O)CNC(=O)c1cccc(Cl)c1)N1CCCC1 (stereo unspecified)
→ -7.7	0.7	4.4	10.3	3.6	-20.9	-10.8	-6.0	-13.6	-4.6	15.9
COc1cccc(C2C(C#N)=C(N)N(N(C)C)C3=C2C(=O)CCC3)c1OC (stereo unspecified)
→ 13.1	6.6	0.1	-0.2	2.7	5.2	6.3	1.3	8.5	-11.2	4.8
C=CCNC(=O)/C=C/c1cccs1
→ -11.5	-13.3	-0.1	-2.2	-14.7	-10.0	-10.9	2.6	-0.1	-5.0	-1.1
CCC/C(O)=C1\C(=O)CC(C)(C)CC1=Nc1ccccc1O
→ 1.1	-6.4	0.2	1.2	-7.8	-9.8	-12.3	-3.2	1.2	24.9	13.7
O=C(Cc1cccc([N+](=O)[O-])c1)Nc1ccccc1
→ -20.9	8.3	-5.8	-6.6	-45.7	-2.6	0.8	-4.2	-4.0	-2.5	-26.5
O=C1CN=CN=CN1c1ccc(Cl)cc1Cl
→ 14.7	3.6	-1.4	17.4	4.9	11.2	-2.0	0.6	-5.6	-8.9	8.5
Cc1ccc(C2CC(=O)c3cnc(N4CCN(c5ccccc5)CC4)nc3C2)cc1 (stereo unspecified)
→ -16.7	1.1	-7.5	-2.2	-0.8	46.9	-13.9	-3.2	58.4*	-0.9	11.8
COc1ccc(-c2nn(-c3ccccc3)cc2C(=O)N(C)CC(=O)Nc2ccccc2Br)cc1
→ -10.7	-2.5	1.6	1.3	2.3	-6.1	-0.7	-14.6	6.8	8.4	17.0
Cc1ccc(SCc2[nH]nc3c2C(c2cccnc2)C(C#N)=C(N)O3)cc1 (stereo unspecified)
→ -5.5	-24.3	-8.8	-0.9	22.1	16.9	-13.8	-11.4	4.5	15.8	-4.9
COC(=O)c1ccccc1S(=O)(=O)NCc1nc2nc(C)cc(C)n2n1
→ -18.2	-14.0	2.6	-0.6	-10.1	17.4	1.5	4.1	1.7	7.7	1.2
CN(Cc1nc(-c2ccc(Cl)cc2)no1)C(=O)CCN1C(=O)[C@H]2CC=CC[C@H]2C1=O
→ -16.9	2.1	-5.1	3.2	13.4	11.4	-7.3	-0.4	18.2	-2.0	17.7
O=C1C(Cl)=C(N2CCCC2)C(=O)N1c1ccc(F)cc1
→ -4.0	-6.8	-6.8	-3.4	-25.2	-6.4	6.2	-0.5	12.1	-15.5	-20.4
CSC1SCC2C(=O)N(C)C(C(C)C)C(=O)OCC(NC(=O)c3cnc4ccccc4n3)C(=O)NC(C)C(=O)N(C)C1C(=O)N(C)C(C(C)C)C(=O)OCC(NC(=O)c1cnc3ccccc3n1)C(=O)NC(C)C(=O)N2C (stereo unspecified)
→ 84.9*	95.7*	-4.3	-4.5	65.7*	65.2*	1.4	-4.3	91.5*	51.1*	86.3*
O=C(CN1C(=O)NC2(CCCCC2)C1=O)N1CCN(S(=O)(=O)c2ccc(F)c(F)c2F)CC1
→ 12.8	4.0	-3.4	-1.6	-2.8	-9.6	-5.1	7.3	-0.5	-18.5	-3.3
Cc1cc(=O)[nH]c(-n2nc(C)c(Oc3ccccc3O)c2C)n1
→ 11.9	-9.3	0.5	-0.6	-15.6	22.2	6.7	6.6	24.1	-32.1	10.8
CC(=O)Nc1cccc(-c2ccnc3c2CC(C)(C(=O)Nc2ccc4c(c2)OCO4)O3)c1 (stereo unspecified)
→ -2.8	28.1	/	18.1	14.7	-3.6	13.3	4.8	12.7	-60.7	4.6

An excerpt from above in order of length of the SMILES, falling.
Under each structure: SRC1 inh	LRH-1 inv ag	TLR9-MyD88 inh	Granule exo inh	SRC2 inh	TROY signal inh	NOD2 RIPK2 PPI	ABHD5 PLIN5 PPI	TWEAK Fn14 block	NR2F2 inh	NCOA3 inh
O=C(CN1C(=O)NC2(CCCCC2)C1=O)N1CCN(S(=O)(=O)c2ccc(F)c(F)c2F)CC1
→ 12.8	4.0	-3.4	-1.6	-2.8	-9.6	-5.1	7.3	-0.5	-18.5	-3.3
Cc1ccc(SCc2[nH]nc3c2C(c2cccnc2)C(C#N)=C(N)O3)cc1 (stereo unspecified)
→ -5.5	-24.3	-8.8	-0.9	22.1	16.9	-13.8	-11.4	4.5	15.8	-4.9
Cc1ccc2cc(C#N)c(N3CCN(C)CC3)nc2c1
→ 6.1	-1.3	9.2	1.8	-5.0	/	-10.1	0.6	-2.2	-10.7	-8.7

(continued)
Under each structure: SRC1 inh	LRH-1 inv ag	TLR9-MyD88 inh	Granule exo inh	SRC2 inh	TROY signal inh	NOD2 RIPK2 PPI	ABHD5 PLIN5 PPI	TWEAK Fn14 block	NR2F2 inh	NCOA3 inh
Cc1ccc(Sc2ccc(/C=C3/C(=O)NN(c4ccccc4)C3=O)o2)cc1
→ -2.5	-18.1	5.7	5.5	6.0	-12.0	-0.9	3.5	89.0*	-7.4	7.9
CCN1CCN(C(=O)c2cc(-c3ccc(Cl)s3)nc3ccccc23)CC1
→ 4.9	-5.8	3.8	3.7	14.5	-15.2	-0.2	12.0	9.6	-8.9	2.1
CN(C)C(=O)N1CCCC(C(=O)NCc2ccc(F)cc2Cl)C1 (stereo unspecified)
→ 5.2	-17.7	-7.4	-2.7	-14.3	-2.1	-8.9	2.3	14.0	-24.7	5.3
C[C@H](NC(=O)c1nc[nH]c1C(=O)N[C@H](C)c1ccccc1)C(=O)OC(C)(C)C
→ 2.7	-7.9	-12.5	0.6	7.5	-1.7	-0.5	-6.2	11.4	3.7	2.5
CC(=O)Nc1cccc(NC(=S)Nc2cccc(Cl)c2C)c1
→ 7.8	-0.3	8.6	-4.6	17.3	-20.4	-7.3	-14.1	-15.4	21.7	9.3
COCCn1c(C)cc(C(=O)COC(=O)c2ccc3c(c2)NC(=O)CS3)c1C
→ 2.4	-26.2	0.7	-4.1	-24.6	15.3	-5.4	6.4	-14.1	-19.2	-7.7
CCc1noc(C)c1C(=O)OCC(=O)NC(=O)c1ccccc1
→ 4.6	10.8	0.9	-1.3	-24.8	0.1	11.0	2.6	-17.1	-7.2	10.8
CC1(C)CCN2CCC(C)(C)c3c(O)ccc1c32
→ -3.2	14.9	0.5	16.6	27.8	46.6	4.1	11.0	63.9*	-0.8	4.3
COCCNC(=O)c1ccc(C(=O)NCCOC)s1
→ -5.4	9.2	12.1	-0.8	-15.7	12.3	-4.0	4.1	-8.1	17.1	4.8
CC(C)(CNC(=O)c1cc(=O)[nH]c2ccccc12)N1CCOCC1
→ -16.0	5.6	-0.1	0.0	-23.1	6.3	-5.9	6.9	2.6	8.8	22.4
Cc1c2cnn(CC(=O)NCCN3CCOCC3)c(=O)c2c(C)n1Cc1ccccc1
→ -3.9	-35.8	11.2	-0.6	-1.0	3.3	1.4	-5.0	-10.1	-12.0	-4.7
Cc1cc(C(=O)Nc2ccccc2Cl)c2ccccc2n1
→ 7.8	-2.0	-10.8	-9.4	-40.4	8.0	3.2	-3.2	-4.3	-4.0	12.0
CCn1cc(CN2CCN(CC(C)(C)C)C(CCO)C2)c2ccccc21 (stereo unspecified)
→ 4.2	13.8	-6.0	23.6	-3.2	17.2	6.5	-9.1	8.4	6.4	3.3
CCCCOC(=O)Nc1nnc(COc2ccccc2)s1
→ -8.8	-0.8	-1.9	-0.1	0.3	-2.3	4.8	-2.2	-12.5	-27.6	6.7
CCOC(=O)c1c(-c2ccc(OC)cc2)csc1NC(=O)C1CCCO1 (stereo unspecified)
→ 16.7	-6.7	-0.1	-9.2	-11.9	5.9	1.2	-4.4	-18.8	14.5	13.0
COC1=CC(=O)[C@@]2([C@@H]1O)[C@@H](Cl)C[C@]13C(OC)=C(OC)C(=O)C[C@]21CCN3C
→ -4.4	5.1	-4.4	3.9	-10.4	-7.5	0.4	2.8	0.4	-4.7	-3.1
CCn1cc(/C=C(\NC(=O)c2ccccc2OC)C(=O)NCCCN2CCOCC2)c2ccccc21
→ 10.0	-12.0	0.4	1.1	-3.7	-21.7	-8.2	0.9	13.2	4.5	15.2
c1n[nH]c(SCCCCSc2ncn[nH]2)n1
→ -3.1	3.4	-9.0	-6.7	-18.1	-25.6	4.3	6.0	-1.5	14.7	8.0
CN(Cc1nc(-c2ccncc2)no1)S(=O)(=O)c1ccccc1
→ -6.5	-3.3	-9.1	-2.3	-7.6	-9.4	0.5	5.4	1.7	9.3	-0.1
CC(C(=O)N1CCOCC1)N1C(=O)c2cccc3cccc(c23)C1=O (stereo unspecified)
→ 1.2	10.6	6.0	1.6	-0.3	-1.2	5.0	3.5	3.1	4.3	8.1
O=C(CCc1ccncc1)N1CCCC(Nc2ccc(F)c(F)c2)C1 (stereo unspecified)
→ -7.0	3.9	13.9	5.5	35.8	4.2	1.0	-1.9	-8.9	-11.4	17.4

An excerpt. The share of hits here may be higher or lower than overall.
